Kir21 inh = inhibitors of mouse Kir2.1 inward-rectifier potassium channel; Inward rectifier potassium channel 2 (Mus musculus), P35561; HEK293-Kir2.1, FluxOR thallium flux fluorescence; stronger effect = lower value; B-score at 10 µM; 310,000 tested, 0.85% active; AID 1672, 2009;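 active means fluorescence ratio B-score at or below minus 3 SD of library scores, with starting-brightness B-score within 2 SD, cut at about -4.2 in these data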;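 further: channel flux triggered by added potassium and thallium sulfate stimulus; B-score of peak minus minimum fluorescence over baseline after thallium stimulus; more negative B-score means stronger Kir2.1 block with less thallium influx; some compounds called inactive have numbers as strong as hits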
Target sequence (P35561 whole entry, looked up): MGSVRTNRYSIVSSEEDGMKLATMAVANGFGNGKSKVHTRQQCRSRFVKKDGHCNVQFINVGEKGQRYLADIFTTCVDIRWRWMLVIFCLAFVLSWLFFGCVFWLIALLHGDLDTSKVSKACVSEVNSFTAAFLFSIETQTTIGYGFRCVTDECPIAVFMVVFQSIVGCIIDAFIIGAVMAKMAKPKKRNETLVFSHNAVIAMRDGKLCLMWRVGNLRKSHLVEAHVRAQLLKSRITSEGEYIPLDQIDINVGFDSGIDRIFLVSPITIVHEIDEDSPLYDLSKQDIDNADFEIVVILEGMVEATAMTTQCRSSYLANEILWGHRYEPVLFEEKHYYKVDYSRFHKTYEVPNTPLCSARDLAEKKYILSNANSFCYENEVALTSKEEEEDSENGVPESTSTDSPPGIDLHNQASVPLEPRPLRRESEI
STK33 kinase inh = inhibitors of purified STK33 kinase, primary screen, biochemical, ADP-Glo luminescence, homogeneous, cell-free. 320,000 tested, 0.073% active. inhibition, % at 10 µM. MBP phosphorylation;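 active means inhibition at or above 25%, using the most active replicate where run in duplicate; inactive means inhibition below 25%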
Target sequence (Q9BYT3 whole entry, looked up): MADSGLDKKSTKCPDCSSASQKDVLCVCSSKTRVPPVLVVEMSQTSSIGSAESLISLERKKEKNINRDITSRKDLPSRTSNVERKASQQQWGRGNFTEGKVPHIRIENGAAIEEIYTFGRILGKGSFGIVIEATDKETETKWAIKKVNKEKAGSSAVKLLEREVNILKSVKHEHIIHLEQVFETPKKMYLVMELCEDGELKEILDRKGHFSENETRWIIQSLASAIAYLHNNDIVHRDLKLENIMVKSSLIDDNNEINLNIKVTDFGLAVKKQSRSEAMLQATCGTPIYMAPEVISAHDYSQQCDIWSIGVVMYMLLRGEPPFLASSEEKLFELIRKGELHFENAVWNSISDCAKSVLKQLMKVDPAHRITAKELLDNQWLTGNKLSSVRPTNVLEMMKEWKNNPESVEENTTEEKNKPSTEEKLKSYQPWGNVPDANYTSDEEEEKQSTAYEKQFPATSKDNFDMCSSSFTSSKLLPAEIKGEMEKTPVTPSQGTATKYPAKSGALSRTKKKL
* marks the source's active call; other numbers are inactive results; · = not tested or not shown.

no.	Kir21 inh	STK33 kinase inh	SMILES
1	-0.09	6.0	O=C(COc1coc(CN2CCc3ccccc32)cc1=O)N1CCCCC1
2	-0.03	-0.7	O=C(CSc1nc2nn(-c3ccccc3)c(=O)c-2c2n1CCCCC2)NCCc1ccccc1
3	0.78	0.1	CCCCOC(=O)C1=C(C)Nc2ncnn2C1c1ccc(OCC)c(OC)c1 (stereo not given)
4	0.68	-3.3	Cc1nc2cccnc2nc1C
5	-0.08	0.5	O=C1CC(c2cccc(Cl)c2)Cc2nc(N3CCOCC3)ncc21 (stereo not given)
6	0.19	-1.6	CN1CCN(C(=O)/C(=C\c2cccs2)NC(=O)c2ccccc2)CC1
7	0.01	-0.9	CCn1c(C(=O)NC2CCC(C)CC2)cc2sccc21 (stereo not given)
8	·	-1.1	CN(CC(=O)Nc1ccc(OC(F)(F)F)cc1)C(=O)/C=C/c1cc2c(cc1[N+](=O)[O-])OCO2
9	-0.13	-1.6	O=C(O)CCNS(=O)(=O)c1ccccc1Br
10	0.92	-0.6	O=C(NC1CCCCC1)C1CCCN(S(=O)(=O)c2cnc[nH]2)C1 (stereo not given)
11	1.5	1.6	CCOC(=O)N1CCC(NC(=S)Nc2ccc3nc(N4CCN(C)CC4)cc(C)c3c2)CC1
12	-0.69	0.2	CCN(CC(=O)NC1CCS(=O)(=O)C1)c1ccc(S(C)(=O)=O)cc1[N+](=O)[O-] (stereo not given)
13	·	-0.1	Cc1ccc(-c2nc(COC(=O)C3=NN(c4ccccc4)C(=O)CC3)cs2)cc1
14	1.07	-1.8	O=[N+]([O-])c1ccc(CSc2nnc(-c3cnccn3)o2)cc1
15	0.15	0.5	CN(C)CCCN(C(=O)c1ccc(N2C(=O)CCC2=O)cc1)c1nc2c(F)cccc2s1
16	0.61	-1.8	CCOC(=O)C1(CCc2ccccc2)CCN(C(=O)[C@@H]2C[C@@H](C)NC(=S)N2)CC1
17	1.73	1.3	O=C1c2ccccc2C(=O)N1CCCCON1C(=O)c2ccccc2C1=O
18	0.03	-0.3	COc1ccccc1/C=C1\SC(=S)N(CCC(=O)N2CCN(C)CC2)C1=O
19	-0.02	-1.3	COc1ccc(OCCSc2nc3ccccc3n2CC(=O)O)cc1
20	-0.02	-1.9	CCOc1cc(/C=N\Nc2nc(Nc3ccccc3)nc(N3CCOCC3)n2)ccc1OC(=O)c1ccco1
21	-0.61	-0.6	CC1=C(c2ccccc2)[N+](=O)C2(CCCC2)N1[O-]
22	-0.2	-0.1	CC1=C(C)CC(C(=O)NCCc2ccccc2)C(C(=O)O)C1 (stereo not given)
23	0.48	-0.8	Cc1cccc(NC(=S)NNC(=O)CC(C)O)c1C (stereo not given)
24	·	-1.0	CCCN(CC(=O)Nc1cc(Cl)ccc1Cl)C(=O)c1ccccn1
25	-0.41	0.1	O=C1N(CN2CCOCC2)c2ccccc2C12OCC(CCl)O2 (stereo not given)
26	1.32	-2.8	CC(=O)Nc1ccc(-c2csc(NNC(=O)c3ccc(C)cc3)n2)cc1
27	-1.49	-0.4	CC(=O)c1ccc(N2CCC(c3cc(-c4ccc(Cl)cc4)n[nH]3)CC2)c([N+](=O)[O-])c1
28	-1.36	-1.0	O=C(Nc1ccnn1C1CCN(C/C=C/c2ccccc2)CC1)c1ccccc1Cl
29	-0.46	-1.7	CCN(CC)c1cc2nonc2c2nonc12
30	-1.6	0.3	C/C(CS(=O)(=O)c1ccc(Cl)c(Cl)c1)=N/NC(N)=S
31	-0.17	-0.4	COc1ccc(-c2cc(=O)oc3cc(OCC(=O)NCC(O)c4ccccc4)ccc23)cc1 (stereo not given)
32	-0.29	-0.8	CCOC(=O)N1CCN(C(=O)CCSCCc2ccncc2)CC1
33	·	0.8	COc1cccc(C(=O)Nc2ccc3nc(N4CCN(c5ncccn5)CC4)cc(C)c3c2)c1OC
34	0.18	-1.7	Cc1nn(CC(=O)NCc2cccs2)c(=O)c2nn(-c3ccccc3)c(C)c12
35	-0.58	-0.8	NC(=NCCc1c[nH]c2ccccc12)NS(=O)(=O)c1ccc(F)cc1
36	0.97	-0.5	O=C(c1ccc([N+](=O)[O-])o1)N1CCc2ccccc2C1
37	0.01	-1.3	Cc1ccc(C(=O)NCc2ccc3c(c2)CCO3)cc1C
38	0.64	-0.4	COc1ccc(N(CC(=O)Nc2c(C)n(C)n(-c3ccccc3)c2=O)S(=O)(=O)c2ccc(F)cc2)cc1
39	0.11	0.2	Cc1ccc(S(=O)(=O)N2CCOCC2)cc1NC(=O)COC(=O)CCC(=O)c1cccs1
40	0.33	-1.2	COc1ccc(C(=O)Nc2cccc(N(C)S(C)(=O)=O)c2)cc1OC
41	1.7	-0.6	COc1cc(C=O)ccc1OCCCCOc1ccccc1[N+](=O)[O-]
42	0.2	-1.9	CCc1ccc(NC(=O)C2CCN(S(=O)(=O)c3c(C)noc3/C=C/N(C)C)CC2)cc1
43	-0.3	·	COC(=O)C1CCCCN1C(=O)CCc1nnc(CCc2c[nH]c3ccccc23)o1 (stereo not given)
44	-0.03	-1.6	C=CCN(CC=C)S(=O)(=O)c1ccc(NC(=S)NC(=O)/C=C/c2ccc(C)cc2)cc1
45	·	-1.4	COc1ccc2c(c1)OC[C@H]1[C@H]2N2C(=O)CN(Cc3ccc(C)cc3)C(=O)[C@@]2(C)[C@H]1c1ccccc1
46	-2.06	-0.3	CC1Sc2ccc(C(=O)Nc3ccc(S(=O)(=O)N(C)C)cc3)cc2NC1=O (stereo not given)
47	-1.36	-0.4	CC(C)(C)C(=O)OCc1cn(-c2ccc(Cl)cc2)nn1
48	·	0.9	COc1ccc(Cn2cnc3sccc3c2=O)cc1
49	0.91	-1.6	CCOC(=O)c1ccc(-c2ccc(/C=N/NC(=O)CN(c3cccc(C)c3)S(C)(=O)=O)o2)cc1
50	-0.02	-0.8	O=C(c1ccccc1)N1CCCC(C(=O)N2CCc3ccccc3C2)C1 (stereo not given)
51	-0.5	5.8	CCOC(=O)c1ccccc1NC(=O)c1ccc(NS(C)(=O)=O)cc1
52	-0.71	-1.6	Cc1cccc(OCC(=O)NCC(=O)n2nc(C)cc2C)c1
53	0.76	0.7	COc1ccc2nc(C)cc(SCC(=O)N/N=C/c3c(OC)ccc4ccccc34)c2c1
54	-1.75	-0.1	COc1ccccc1C1CCN(Cc2cccc([N+](=O)[O-])c2)CC1
55	-0.31	-0.8	CNC(=O)NC(=O)C(OC(=O)Cc1cccc(C(F)(F)F)c1)c1ccccc1 (stereo not given)
56	·	0.3	COc1ccc(CCNC(=O)CSCC(=O)Nc2cc(S(C)(=O)=O)ccc2Cl)cc1
57	-0.36	0.7	O=C(NNC(=S)Nc1ccccc1)c1ccc2ncccc2c1
58	1.01	-0.9	O=C(NCc1ccco1)C1CCCN(S(=O)(=O)c2cc(Cl)ccc2Cl)C1 (stereo not given)
59	2.09	0.2	O=C(Nc1ccc(C(=O)N2CCCC2)cc1)Nc1ccc(Cl)cc1Cl
60	0.05	-1.3	CC(C)(C)OC(=O)N1CCC[C@H]1c1nnc(SCC(=O)Nc2cccc(Cl)c2)o1

Additional structures
no.	Kir21 inh	STK33 kinase inh	SMILES
61	0.87	·	O=C(NC(NC(=S)Nc1c(Cl)cccc1Cl)C(Cl)(Cl)Cl)OCc1ccccc1 (stereo not given)
62	0.07	1.5	Cc1cccc(-c2nc(=S)c3c(n2Cc2ccco2)CCCC3)c1
63	0.85	-0.7	O=C(CNC(=O)c1ccccc1)NC1(C(=O)NC2CCCC2)CCCCC1
64	·	-0.9	CC1(C)CC2C1CCC1(O)CC2(C)CCC1N(O)c1ccc(C(=O)NCCO)cn1 (stereo not given)
65	-0.95	-0.7	O=C(NCc1cccs1)c1ccccc1[N+](=O)[O-]
66	2	-1.1	CCn1c(=S)sc2c(=O)[nH]c(SCC(=O)Nc3cc(OC)ccc3OC)nc21
67	-3.54	-1.1	CN1/C(=C\C(=O)Nc2ccc(F)cc2)C(C)(C)c2ccccc21
68	-0.26	0.1	CCCCn1c(N)c(N(CCOC)C(=O)COc2ccc(Cl)cc2)c(=O)[nH]c1=O
69	-0.99	·	COc1ccc([C@@H]2C[C@@H](c3ccccc3)Oc3cc(C)cc(C)c32)cc1
70	-0.06	-1.1	CC(C)(C)OC(=O)N1CCC(CC2CC(c3ccccc3)=NO2)(C(=O)O)CC1 (stereo not given)
71	-0.23	-0.9	CCOC(=O)CNC(=O)c1ccc(SCC)cc1
72	0.29	0.2	CCCn1c(SCC(=O)NCCc2ccccc2)nnc1-c1ccco1

Compounds 62–68 from above:
no.	Kir21 inh	STK33 kinase inh	SMILES
62	0.07	1.5	Cc1cccc(-c2nc(=S)c3c(n2Cc2ccco2)CCCC3)c1
63	0.85	-0.7	O=C(CNC(=O)c1ccccc1)NC1(C(=O)NC2CCCC2)CCCCC1
64	·	-0.9	CC1(C)CC2C1CCC1(O)CC2(C)CCC1N(O)c1ccc(C(=O)NCCO)cn1 (stereo not given)
65	-0.95	-0.7	O=C(NCc1cccs1)c1ccccc1[N+](=O)[O-]
66	2	-1.1	CCn1c(=S)sc2c(=O)[nH]c(SCC(=O)Nc3cc(OC)ccc3OC)nc21
67	-3.54	-1.1	CN1/C(=C\C(=O)Nc2ccc(F)cc2)C(C)(C)c2ccccc21
68	-0.26	0.1	CCCCn1c(N)c(N(CCOC)C(=O)COc2ccc(Cl)cc2)c(=O)[nH]c1=O

Next section
no.	Kir21 inh	STK33 kinase inh	SMILES
73	-0.43	2.4	O=c1[nH]c(C2CCN(S(=O)(=O)c3ccccc3)CC2)nc2c1nnn2Cc1cccc(Cl)c1
74	0.92	0.2	O=C(CSc1ncnc2nc[nH]c12)N1CCOCC1
75	-0.3	-0.8	CCOc1cc(C(=O)NC(=S)Nn2cnnc2)cc(OCC)c1OCC
76	-0.65	-4.7	C[n+]1ccc(C(=O)NCCC[N+](C)(C)C)cc1/C=N/O
77	-1.89	0.0	O=C(CN1C(=O)COc2ccccc21)c1cccc(Cl)c1
78	1.42	-0.6	COc1ccc(CCNC(=O)CCS(=O)(=O)c2ccc3c(c2)oc(=O)n3C)cc1OC
79	1.91	-1.4	CCOc1cc(/C=N/NC(=O)Cn2nc([N+](=O)[O-])cc2C)ccc1OCc1ccc(F)cc1
80	0.15	-1.3	Cc1nnc(NC(=O)CN2CCN(Cc3ccccc3)CC2)s1
81	1.18	-23.1	CCOC(=O)NC(Nc1ncccn1)(C(F)(F)F)C(F)(F)F
82	-0.95	-1.9	CSc1ccc(C(=O)C2CCCN(C(=O)CCc3cnn(C)c3)C2)cc1 (stereo not given)
83	·	2.4	CCOc1ccc(C(=O)NCC(c2cccs2)N2CCOCC2)cc1 (stereo not given)
84	0	-1.5	CN(C)CCCCOc1ccc(F)cc1
85	0	0.4	Cc1nccc(-c2cccc(N/N=C(\C#N)C(=O)c3ccccc3)c2)n1
86	-0.69	-1.5	O=C(Cn1cnnn1)NC1CCCN(Cc2ccccc2F)C1 (stereo not given)
87	·	-1.5	COc1ccc(OC)c(NC(=O)COC(=O)CCCN=C2NS(=O)(=O)c3ccccc32)c1
88	-0.67	-3.0	COc1cc(/C=C/C(=O)OCc2cn3cc(Cl)ccc3n2)ccc1O
89	-1.4	-0.7	Cc1ccc(C)c(SCC(=O)OCC(=O)Nc2ccc(S(=O)(=O)N3CCOCC3)cc2)c1
90	-0.62	0.1	COC(=O)c1ccc(-n2c(C)cc(/C=N/n3cnnc3)c2C)cc1
91	-0.01	-0.3	O=C(COC(=O)C1CC(=O)N(c2nc(-c3ccccc3)cs2)C1)c1ccccc1 (stereo not given)
92	1.21	-1.1	CCOc1ccc2[nH]cc(C(=O)N3CCN(C4CCCCC4)CC3)c(=O)c2c1
93	0.07	-1.3	CCOC(=O)c1sc(C)c2c1NC(C)(c1cccc3ccccc13)NC2=O (stereo not given)
94	0.03	-0.7	OC(COc1ccc2ccccc2c1Br)Cn1cnc(-c2ccccc2)c1 (stereo not given)
95	-0.03	-2.1	Cc1cc(C)c(S(=O)(=O)NCc2ccncc2)c(C)c1
96	-0.47	1.1	COc1ccc(/C=N/c2oc(-c3ccccc3)cc2C#N)cc1OC

Full records, looked up by structure:
C[n+]1ccc(C(=O)NCCC[N+](C)(C)C)cc1/C=N/O reads Kir21 inh: -0.65; STK33 kinase inh: -4.7
CN(CC(=O)Nc1ccc(OC(F)(F)F)cc1)C(=O)/C=C/c1cc2c(cc1[N+](=O)[O-])OCO2 reads Kir21 inh: ·; STK33 kinase inh: -1.1
Cc1cccc(NC(=S)NNC(=O)CC(C)O)c1C (stereo not given) reads Kir21 inh: 0.48; STK33 kinase inh: -0.8

The list goes on:
no.	Kir21 inh	STK33 kinase inh	SMILES
97	-0.53	-1.2	Cc1ccc(/C=C2\SC(=S)N(CC(=O)Nc3cccnc3)C2=O)cc1
98	-1.26	-0.5	CC(C)CCn1c(COc2ccccc2)n[nH]c1=S
99	-1.36	-1.9	COc1cc(C(=O)N/N=C(\c2ccccc2)c2ccccn2)cc(OC)c1OC
100	0.04	-1.3	COc1cc(C(=O)N(C)CCOc2ccc(C)cc2)ccc1OC1CCN(C(C)=O)CC1
101	3.22	1.2	c1ccc2c(c1)oc1c(NCCCN3CCOCC3)ncnc12
102	-1.62	-1.0	COc1ccc(OCCCC(=O)Nc2cccc([N+](=O)[O-])c2C)cc1
103	2.32	-1.6	CC12CN3CCN(CC(C3)/C1=N\N=C1/C3CN4CCN(C3)CC1(C)C4)C2
104	-1.94	-0.1	CCN(CC)C(=O)C(=O)c1cccn1-c1ccccc1C#N
105	1.19	-1.2	C/C(=N\NC(=O)c1nnn(-c2nonc2N)c1-c1cccs1)c1ccc(O)cc1
106	1.25	-1.7	CC1CCN(C(=O)CCNS(=O)(=O)c2ccc3c(c2)oc(=O)n3C)CC1
107	0	-0.4	O=C(Nc1ccc(Oc2ncnc3cc(Cl)ccc23)nc1)c1cccs1
